Arrestin-AP2 inh: inhibitors of human beta-arrestin and AP2 interaction | FITC-arrestin peptide / GST-AP2 beads, flow cytometry; AP2 beta2 appendage carries R879A mutation | inhibition, % at 10 µM | 340,000 tested, 0.31% active;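 active = inhibition above a set limit, near 3 SD of compounds lacking own fluorescence, cut at about 54% in these data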;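 also: plate controls were DMSO wells for no effect and 5 µM unlabelled arrestin peptide for full effect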
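Measured by: flow cytometry, FL1 (488/535 nm); Material: AP2 appendage R879A on GSH beads; Evaluation: percent response; Timing: pre-incubation 12 min, peptide binding 1 h, room temperature; Also added: 50 nM FITC-arrestin peptide; Medium: PBS with 0.05% Tween 20 and 0.1% BSA.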
PKA-R1A act: PKA-R1A complex activation | P00514+P68181 | 340,000 tested, 0.083% active | PKA-R1A dissociation, Cy5-IP20 fluorescence polarization; scaled: DMSO 0%, 113 µM cGMP 100% | activation, % at 11.4 µM;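 active = percent activation above the mean of all tested compounds plus 3 SD, cut at about 19% in these data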;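 also: higher means more PKAc released from R1A so a rise in polarization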
NSD2 HMT inh: inhibitors of human histone methyltransferase NSD2; 310,000 tested, 0.54% active; NSD2 peptide methylation, AlphaScreen, 120 min; O96028; inhibition, % at 12.5 µM; in the data active = inhibition above about 50%
Target sequence (O96028 whole entry, looked up): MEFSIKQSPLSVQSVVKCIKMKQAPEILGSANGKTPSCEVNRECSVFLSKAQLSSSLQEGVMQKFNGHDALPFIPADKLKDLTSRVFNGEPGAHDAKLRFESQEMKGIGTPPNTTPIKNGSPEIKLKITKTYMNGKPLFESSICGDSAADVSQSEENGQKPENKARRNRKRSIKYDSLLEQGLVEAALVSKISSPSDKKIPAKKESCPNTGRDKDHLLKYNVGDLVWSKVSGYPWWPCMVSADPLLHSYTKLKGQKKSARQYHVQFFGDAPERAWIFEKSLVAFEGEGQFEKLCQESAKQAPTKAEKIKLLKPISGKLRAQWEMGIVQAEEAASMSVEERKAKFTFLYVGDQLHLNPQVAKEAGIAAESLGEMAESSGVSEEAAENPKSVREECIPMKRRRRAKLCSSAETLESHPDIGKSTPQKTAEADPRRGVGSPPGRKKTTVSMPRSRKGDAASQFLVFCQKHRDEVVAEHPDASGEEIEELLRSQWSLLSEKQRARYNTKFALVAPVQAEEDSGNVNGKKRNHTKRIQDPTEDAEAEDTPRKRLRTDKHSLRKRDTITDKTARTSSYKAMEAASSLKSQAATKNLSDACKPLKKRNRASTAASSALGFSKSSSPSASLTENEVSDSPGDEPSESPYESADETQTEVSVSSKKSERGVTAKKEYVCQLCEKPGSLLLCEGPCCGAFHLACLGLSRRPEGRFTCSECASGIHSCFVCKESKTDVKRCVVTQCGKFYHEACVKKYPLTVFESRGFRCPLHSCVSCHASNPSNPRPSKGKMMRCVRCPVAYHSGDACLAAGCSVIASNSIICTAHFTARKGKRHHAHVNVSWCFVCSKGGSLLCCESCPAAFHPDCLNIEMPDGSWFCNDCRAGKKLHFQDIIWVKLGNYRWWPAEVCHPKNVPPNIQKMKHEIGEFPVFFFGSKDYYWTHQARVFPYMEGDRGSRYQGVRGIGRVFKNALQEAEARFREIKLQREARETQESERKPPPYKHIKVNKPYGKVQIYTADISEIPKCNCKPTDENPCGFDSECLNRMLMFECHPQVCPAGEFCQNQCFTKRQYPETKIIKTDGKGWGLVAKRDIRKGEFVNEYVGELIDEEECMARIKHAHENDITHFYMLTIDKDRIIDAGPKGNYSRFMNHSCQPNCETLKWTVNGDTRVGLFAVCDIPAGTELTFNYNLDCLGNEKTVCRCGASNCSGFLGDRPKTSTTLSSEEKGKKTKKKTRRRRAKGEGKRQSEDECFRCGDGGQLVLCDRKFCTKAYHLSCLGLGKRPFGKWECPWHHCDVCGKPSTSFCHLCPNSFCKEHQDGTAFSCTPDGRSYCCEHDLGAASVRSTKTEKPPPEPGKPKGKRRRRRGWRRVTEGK
dFosB act: mouse delta FosB homodimer activation | purified delta FosB, TAMRA-CDK5 oligo fluorescence polarization; percent of positive-control signal above neutral wells | activation, % at 25 µM | AID 493131 | 340,000 tested, 0.99% active;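 active = mean activation above about 17%, with every replicate also reaching it, limit read from the data, passing the limit was not always enough; inconclusive = only one of the two conditions met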;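 also: fluorescence polarization rise as delta FosB binds a TAMRA Cdk5 AP-1 oligo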
SUMO Mot1 rescue: inhibitors of SUMOylation pathway: yeast Mot1-301 growth rescue. S. cerevisiae Mot1-301 growth rescue, ATP luminescence, 38.5C; percent above DMSO median, 100 means doubled. growth rescue, % at 18.8 µM. 320,000 tested, 1% active;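 active = every valid replicate shows activation above 250% relative to neutral control wells; inactive = the rest, any valid replicate at or below 250%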;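 also: OY570 slx delta 5 strain wells were the positive control but not used for scaling; some compounds called inactive have numbers as strong as hits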
CDK5 p35 inh: blocks human CDK5/p35 kinase activity; inhibition, % at 10 µM; AID 488839; 330,000 tested, 0.01% active; Recombinant CDK5/p35, ADP-Glo luminescence, 60 min;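 active = highest replicate inhibition of at least 50% and at least 75% of replicates reaching 50%; inconclusive = only one of the two criteria met; inactive = both criteria failed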;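 also: plate controls were DMSO neutral control for no effect and GW8510 at 10 µM for full effect; many of its hits are not listed in these tables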
MITF TRPM1 HTS: increases MITF-driven TRPM1 promoter luciferase signal. activation, % at 12.5 µM. AID 588334. SK-MEL-5 TRPM1-promoter luciferase, 24 h; % of positive control, neutral wells = 0. 300,000 tested, 0.75% active;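 active = mean activation of at least 80% with every replicate also reaching 80%; inconclusive = mean reaches 80% but some replicate falls short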;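 also: 0% = neutral control wells and 100% = parthenolide positive control wells; values of inactives mirror those of a sister screen read the other way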
Pemphigus Ab inh: human desmoglein-3 autoantibody binding inhibition; P32926; binding (percent of control), % at 10 µM; 310,000 tested, 0.48% active; DSG3-coupled beads, scFv-anti-DSG3-GFP binding, flow cytometry; hits give low values;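 active = binding more than 3 SD below its plate's average and above zero; inconclusive = below that plate limit but binding exactly zero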;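 also: hits lower antibody fragment binding to DSG3; some compounds called inactive have numbers as strong as hits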
SR-BI HDL uptake: blocks mouse SR-BI lipid uptake from DiI-HDL. inhibition, % at 12.5 µM. AID 488896. Q61009. ldlA[mSR-BI] CHO cells, DiI-HDL uptake fluorescence, 3 h. 320,000 tested, 0.96% active;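 active = mean replicate inhibition of at least 70% and a set share of replicates each scoring 70 or more; inconclusive = meets just one of the two criteria; inactive = fails both criteria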;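 also: 0% = median of neutral control wells and 100% = median of positive control wells; values of inactives mirror those of a sister screen read the other way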
PKA-R2B activ: activators of human PKA-R2B complex | PKA-R2B holoenzyme dissociation, Cy5-IP20 fluorescence polarization; R2B truncated from residue 108, S112A mutant; 0% DMSO only, 100% 113 µM cGMP | activation, % at 11.4 µM | 340,000 tested, 0.079% active;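 active = activation above a cutoff set at the mean over all compounds plus 3 SD, cut at about 18% in these data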;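 also: higher means more holoenzyme dissociation and a rise in polarization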
SR-BI uptake up: SR-BI HDL lipid transfer activation | AID 504775 | activation, % at 12.5 µM | CHO ldlA[mSR-BI] cells, DiI-HDL uptake fluorescence, 3 h; 100 = double the neutral-control signal | 320,000 tested, 0.096% active;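 active = mean replicate activation of at least 60% and every replicate at or above 60%; inconclusive = mean or all-replicate condition met, but not both; inactive = mean below 60% and not all replicates reaching 60%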;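 also: 0% = median plate neutral-control signal and 100% = twice that signal; values of inactives mirror those of a sister screen read the other way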
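System: CHO ldlA[mSR-BI] cells / Medium: HEPES-buffered (25 mM, pH 7.4) F12 plus 0.5% BSA / Probe or stimulus: labelled HDL, 10 µg/mL / Doses: single compound concentration, delivered by pin transfer / Schedule: 3 h, 37 °C / Measured by: DiI fluorescence, bottom read / Measure: cell-associated DiI fluorescence as measure of HDL uptake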
The depositor's hits bear a star; ? = inconclusive; . = no result given. Compounds were not picked by outcome; any-hit rate near 4.7%.

SMILES	Arrestin-AP2 inh	PKA-R1A act	NSD2 HMT inh	dFosB act	SUMO Mot1 rescue	CDK5 p35 inh	MITF TRPM1 HTS	Pemphigus Ab inh	SR-BI HDL uptake	PKA-R2B activ	SR-BI uptake up
Cc1nnc(SCC(=O)N2CCOCC2)s1	2	3	-1	3	-31	-0.8	-2	92	-4	-4	4
CC1(C)C(=O)Nc2ccccc2N1C(=O)CSc1nnc2ccccn12	5	5	-2	-2	-11	0.8	-18	85	-13	16	13
COc1ccccc1/C=C/C(=O)N1CCC(c2ccccc2)C1 (configuration not stated)	24	9	-2	-7	13	-0.3	66	.	-14	0	14
CN1CCN(c2ccc(C(=O)NC3CCCCC3)cc2[N+](=O)[O-])CC1	18	-6	17	-11	3	0.8	.	103	-7	-8	7
CCOC(=O)Cc1csc(NC(=O)CCCN2C(=O)c3ccccc3C2=O)n1	4	4	-10	0	-17	-0.4	6	102	-8	-2	8
Cc1ccc(C)c(NC(=O)CSc2nnc(C)c(=O)n2N)c1	4	-1	-3	0	-6	1.3	3	96	-24	-2	24
COc1cc(NC(C)=O)ccc1-c1cc2ccccc2oc1=O	17	1	3	-10	727	1.1	-9	98	24	3	-24
N#Cc1c2ncn(CC(=O)c3ccc(Br)cc3)c(=O)c2c2n1CCC2	7	-8	1	-4	13	0.3	1	30*	-8	3	8
O=C(C[C@H]1C/C=C\C[C@H](Cc2ccc(F)cc2)C(=O)O[C@@H](c2ccccc2)CNC1=O)NCCO	1	-2	.	-4	-7	3.2	3	104	6	-5	-8
CC(=O)C1C(c2ccc(O)cc2)NC(=O)NC1(O)C(F)(F)F (configuration not stated)	4	-6	.	3	0	-0.4	-8	98	.	-2	.
O=C(Nc1cc([N+](=O)[O-])ccc1O)c1cccc(NC(=O)c2ccco2)c1	-11	-3	4	-2	6	-0.1	.	122	14	-9	-14
CC(=O)c1cccc(NC(=O)Cn2cnc(S(=O)(=O)N3CCOCC3)c2)c1	-8	-3	-2	2	24	1.3	3	82	-23	3	23
Cc1ncc(S(=O)(=O)c2ccccc2)c(-c2ccccc2Cl)n1	9	-1	0	-1	-7	0.4	-1	99	13	-5	-13
COc1cc(C(N)=O)ccc1OCc1ccccc1	1	-6	0	-8	-15	-0.2	24	101	-31	4	31
CC(=O)NC(Cc1ccc(C(C)C)cc1)C(=O)NC1CCN(C(=O)c2cccc(C)c2)CC1 (configuration not stated)	20	2	-1	-16	4	-3.8	-5	96	-13	3	13
COc1ccc(CNC(=O)COC(=O)CNC(=O)c2sc3ccccc3c2Cl)cc1OC	-3	-5	-2	-13	43	-2.5	6	.	-15	-8	15
CCOC(=O)c1cnc2c(OC)cccc2c1N1CCN(c2ccc(OC)cc2)CC1	8	-7	0	-12	1	0.0	-4	.	62	-9	-62
Cc1nc2ccc(NC(=S)NCc3ccccc3)cc2nc1C	3	-1	0	-7	-10	-4.6	54	95	-5	-3	5
COc1ccc(C(=O)N2CCN(Cc3ccc(OC)c(OC)c3)CC2)cc1	-13	-8	-3	4	-2	0.4	10	114	14	-12	-14
Cc1cc(NC(=O)CN(C)S(=O)(=O)c2cccc(Cl)c2)no1	-10	-6	-1	-1	10	-2.6	11	96	-16	5	16
CC(C)Cc1c2c([nH]c(=S)c1C#N)CCCC2	9	-10	1	-1	37	3.7	2	100	.	-8	.
Cc1ccc(NC(=O)COC(=O)/C=C/c2cccc(Cl)c2)cc1S(=O)(=O)N1CCOCC1	45	-12	-2	-12	-7	0.8	10	122	14	-3	-14
N#Cc1c(N)nc(N2CCCC2)c(C#N)c1-c1ccc(Cl)cc1	12	0	1	-2	0	1.2	.	104	7	3	-7
CCCCn1nc(C(=O)N2CCc3ccccc32)c2ccccc2c1=O	-12	-1	-1	-9	104	0.3	-16	91	37	2	-37
Cc1cc(-c2c(C)[nH]n(-c3ccc(Cl)cc3)c2=O)n(-c2ccc(Cl)cc2)n1	-5	-8	.	-6	0	-0.1	.	101	-18	-6	18

The list continues.
SMILES	Arrestin-AP2 inh	PKA-R1A act	NSD2 HMT inh	dFosB act	SUMO Mot1 rescue	CDK5 p35 inh	MITF TRPM1 HTS	Pemphigus Ab inh	SR-BI HDL uptake	PKA-R2B activ	SR-BI uptake up
CCOC(=O)c1cn2nc(Oc3ccc(NC(C)=O)cc3)ccc2n1	-19	1	-1	-2	2	1.0	36	104	-14	-7	14
COCCCNc1nnc(Cc2ccccc2)c2ccccc12	10	-6	-4	1	441	1.8	-2	105	8	-14	-8
Clc1ccccc1Cc1noc(CN2CCN(Cc3ccccn3)CC2)n1	3	4	-5	-4	2	-3.0	-22	100	-30	-7	30
O=S(=O)(CCc1nnc(-c2ccc(Br)cc2)o1)c1ccc(Cl)cc1	6	-16	0	-4	21	0.3	23	99	-10	2	10
Oc1ccc(N2CCN(Cc3nc4ccccc4[nH]3)CC2)cc1	-8	1	-5	-1	2	0.2	8	114	5	-5	-5
COc1ccc(C(=O)N2CCN(c3ccccn3)CC2)cc1[N+](=O)[O-]	-10	-10	-2	6	-4	-0.7	-12	103	-5	-6	5
COc1ccc(C(=O)NC(=S)Nc2ccc(Cl)c(C(=O)O)c2)cc1	14	4	6	-4	-5	-6.7	-9	107	-8	7	8
N#C/C(=C\c1ccccn1)c1ccccn1	12	-12	0	-2	22	0.7	-4	88	-12	-14	12
CCOc1ccccc1C(=O)NCc1ccco1	4	0	-1	-10	-3	-1.6	-1	97	-6	2	6
CCOc1cc2[nH]c(=O)n(Cc3ccc(C(=O)NCCCN4CCCC4=O)cc3)c(=O)c2cc1OCC	-1	-5	0	5	47	1.5	-4	97	-6	-2	6
COC(=O)c1c(NC(=O)c2ccccc2)sc(Cc2ccccc2)c1C	27	-3	1	-9	-17	0.4	.	101	26	-3	-26
CC1(OC(=O)c2cccs2)C(=O)C=C2C=C(C3CC3)OC=C2C1=O (configuration not stated)	28	12	.	-20	-18	0.7	8	97	0	-1	0
CCN(CC)S(=O)(=O)c1ccc2c(c1)N(CC(=O)NCCN1CCOCC1)C(=O)CO2	0	1	19	3	.	0.2	0	90	-23	3	23
Cc1c(C(=O)NNC(=O)Nc2ccc([N+](=O)[O-])cc2)oc2ccccc12	-4	-14	0	67*	-21	-3.9	-1	108	-18	0	18
COc1ccc(N(CC(=O)Nc2ccc(C)c(C)c2)C2=NC3CS(=O)(=O)CC3S2)cc1 (configuration not stated)	8	1	.	-3	156	-0.4	4	101	-20	-1	20
O=C(Nc1ccc2c(c1)OCCO2)c1cc(F)c(F)cc1Cl	9	-3	-2	2	-18	-1.7	?	104	-24	-9	24
CCOC(=O)Cc1csc(SCC(=O)NC2CCCCC2)n1	5	2	-3	-10	66	-0.7	6	88	-7	-5	7
CC1(C)Cc2nc3sc4c(SCC(=O)O)ncnc4c3cc2CO1	10	6	2	-9	-6	-1.1	-17	95	.	2	.
O=C(N/N=C/c1cccc(OCc2ccccc2)c1)c1cccs1	-4	-1	0	-28	8	-1.9	.	106	-242	-13	?
CC(C)c1ccc(/C=C(\NC(=O)c2ccccc2)C(=O)NCCCn2ccnc2)cc1	-10	4	4	-1	3	-0.7	-6	109	-15	-4	15
O=C(Nc1cccnc1)c1ccc(S(=O)(=O)N2CCCCCC2)cc1	6	-3	1	-5	2	1.6	-3	106	-3	6	3
CCc1nc(Nc2ccccc2)c2nnn(Cc3ccccc3)c2n1	4	8	1	-9	2	0.3	-17	99	28	-5	-28
O=C(CSc1c[nH]c2ccccc12)NC1CCCC1	-5	-1	-5	1	0	2.6	-20	105	-8	7	8
Cc1ccc(S(=O)(=O)N2CCCC2)cc1C(=O)NCC(C)(C)N1CCOCC1	4	2	-3	-5	153	-0.7	5	101	-17	14	17
Cc1cc(C)c(C)c(S(=O)(=O)N2CCC(C(=O)NCCCN3CCCC3=O)CC2)c1C	36	-5	0	-5	9	0.4	4	.	33	4	-33

Continued.
SMILES	Arrestin-AP2 inh	PKA-R1A act	NSD2 HMT inh	dFosB act	SUMO Mot1 rescue	CDK5 p35 inh	MITF TRPM1 HTS	Pemphigus Ab inh	SR-BI HDL uptake	PKA-R2B activ	SR-BI uptake up
CN(Cc1cnc2nc(N)nc(N)c2n1)c1ccc(C(=O)NC(CCC(=O)O)C(=O)O)cc1 (configuration not stated)	37	11	46	4	.	1.0	.	71	-8	4	8
Clc1ccc(-c2ncc3ccccn23)cc1	7	7	4	-3	-6	1.1	57	102	38	9	-38
Cc1ccc(C(=O)NC2CCN(C(=O)NC3CCCCC3)CC2)cc1	-2	-5	-2	-3	.	0.6	-2	.	-1	6	1
O=C(Cc1ccc([N+](=O)[O-])cc1)N1N=C(C2CC2)CC1(O)C(F)(F)F (configuration not stated)	8	9	1	-11	-14	-4.1	-5	96	11	0	-11
COc1ccccc1CNC(=O)C(=O)NCC1OCCN1S(=O)(=O)c1ccc(Br)cc1 (configuration not stated)	11	13	0	-17	-9	-0.5	-17	.	33	-8	-33
CCCCc1cc(=O)oc2cc(C)cc(OCC(=O)N3CCC(C(N)=O)CC3)c12	3	5	.	-9	10	-0.6	3	104	-2	-6	2
COC(=O)CC1COc2ccccc2N1S(=O)(=O)c1ccc(Br)cc1 (configuration not stated)	-18	1	4	1	27	0.0	5	104	-7	-9	7
CC(=O)Nc1ccc(Nc2cc(C)nc(Nc3ccc(NC(C)=O)cc3)n2)cc1	21	8	1	3	1	1.4	8	.	5	3	-5
COc1ccccc1-c1nnc(SCC(=O)Nc2ccc(S(N)(=O)=O)cc2)n1N	-1	-5	3	5	-4	0.1	-2	97	-8	13	8
COc1cc(Br)cc(/C=N/N(CCO)C2=NS(=O)(=O)c3ccccc32)c1OC	23	-3	-2	-26	0	-0.3	4	108	16	-2	-16
Cc1ccc(NC(=O)CCn2c(=O)oc3ccccc32)c(C)c1	-1	5	.	1	11	1.0	16	106	5	12	-5
COc1ccc(CNC(=O)CNS(=O)(=O)c2cccs2)cc1	-7	-2	4	4	-7	-0.4	3	112	.	-9	.
CCOc1ccc(S(=O)(=O)c2c(C(=O)c3ccccc3)cnc3cc4c(cc23)OCCO4)cc1	5	2	0	6	9	-3.7	-4	93	-24	-6	24

From PubChem BioAssay
